# GPR35 antagonists: GPR35 antagonists blocking zaprinast-driven arrestin recruitment, primary screen, imaging, U2OS, beta-arrestin-GFP, zaprinast agonist (AID 2058); G-protein coupled receptor 35 (Homo sapiens); hit rate 0.052% among 290,000; U2OS GPR35 beta-arrestin-GFP translocation imaging, zaprinast antagonism; higher % means a stronger effect; inhibition, % at 10 µM; hits with a dose series show IC50 in µM;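 active = inhibition of at least 50% with at least 30 cells and total cytoplasm GFP at most 10,000,000; inconclusive = under 30 cells or total GFP of 10,000,000 plus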
# GPR55 antagonists: GPR55 antagonists blocking LPI-driven arrestin recruitment, primary screen, imaging, U2OS, beta-arrestin-GFP, LPI agonist (AID 2013) | G-protein coupled receptor 55 (Homo sapiens) | U2OS GPR55 beta-arrestin-GFP translocation imaging, LPI antagonism; higher % means a stronger effect | inhibition, % at 10 µM; hits with a dose series show IC50 in µM | hit rate 0.13% among 290,000;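 active = spots per cell inhibited over 60%, with over 100 cells counted and total cytoplasm intensity under 500,000; inconclusive = wells with under 100 cells, flagged as likely toxic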;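 note: U2OS cells stably carrying GPR55 and arrestin-GFP stimulated by 5 µM LPI near EC80; imaged beta-arrestin-GFP aggregate spots per cell after agonist stimulation; plate controls were LPI-stimulated DMSO wells for no effect and DMSO wells without LPI for full effect; some results filed as inactive read as strong as hits; confirmed hits need IC50 under 10 µM and bright autofluorescent wells are also inconclusive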
# HIV fusion peptide: inhibitors of HIV fusion peptide binding, primary screen, biochemical, uHTS, fluorescence dequenching (AID 1986) | cell-free peptide binding, fluorescence dequenching, 30 min; higher % means a stronger effect | inhibition, % at 20 µM, or IC50 in µM where a hit was titrated | hit rate 0.3% among 290,000; in the data active = inhibition mostly above about 52%, no sharp cut-off; inactive = mostly below about 76%; note: some results filed as inactive read as strong as hits
# West Nile virus CPE: West Nile virus antiviral activity, cell-based, CPE readout (AID 1621); West Nile virus-infected cells, CPE inhibition; higher % means a stronger effect; CPE inhibition, % at 10 µM; hits with a dose series show IC50 in µM; hit rate 0.02% among 290,000; in the data active = a potency from the dose series; inconclusive = CPE inhibition mostly from about 3.7% at the one dose, without a potency; inactive = the rest, 99 in 100 with CPE inhibition below about 2.2%; note: strong numbers were not always called active
# NS5 inhibitors: Dengue-2 NS5 methyltransferase inhibitors, primary screen, biochemical, confirmation dose response (AID 588689); hit rate 0.3% among 340,000; Dengue-2 NS5 methyltransferase capping enzyme assay, biochemical; higher % means a stronger effect; Genome polyprotein (Dengue virus type 2 (strain 16681-PDK53)); one-dose inhibition, % at 25 µM; IC50 in µM for titrated hits; in the data active = a potency from the dose series; inconclusive = inhibition above about 29% without an active follow-up result
# KOR beta-arrestin-1: KOR agonists, beta-arrestin recruitment, primary screen, cell-based, luminescence, uHTS (AID 1777). Kappa-type opioid receptor (Homo sapiens). KOR beta-arrestin recruitment, luminescence; higher % means a stronger effect. one-dose activation, % at 10 µM; EC50 in µM for titrated hits. hit rate 0.02% among 280,000; in the data active = activation above about 50%, passing the limit was not always enough; note: a part of the inactive calls stands beside numbers as strong as those of hits
# KOR beta-arrestin-2: KOR antagonists, beta-arrestin recruitment, cell-based, luminescence, uHTS (AID 1778). hit rate 0.091% among 290,000. one-dose inhibition, % at 10 µM; IC50 in µM for titrated hits. KOR beta-arrestin recruitment, luminescence, antagonist mode; higher % means a stronger effect; in the data active = inhibition above about 50%; note: strong numbers were not always called active
# GPR55 beta-arrestin: GPR55 agonists via beta-arrestin recruitment, primary screen, imaging, U2OS cells, beta-arrestin-GFP redistribution (AID 1961) | U2OS GPR55 beta-arrestin-GFP redistribution imaging; higher % means a stronger effect | hit rate 0.048% among 290,000 | activation, % at 10 µM, or EC50 in µM where a hit was titrated;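 active = activation above 40% with more than 50 cells counted in the well; inconclusive = wells holding fewer than 50 cells, flagged as toxic or sparse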;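 note: U2OS osteosarcoma cells stably expressing GPR55 and beta-arrestin-GFP; plate controls were DMSO negative control for no effect and LPI positive control for full effect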
# NOD1 NF-kB reporter: NOD1 signaling inhibitors, primary screen, cell-based, luminescence, uHTS (AID 1578); NOD1-driven NF-kB luciferase reporter cells, luminescence; higher % means a stronger effect; inhibition, % at 4 µM; hits with a dose series show EC50 in µM; hit rate 1% among 290,000; in the data active = inhibition mostly above about 36%, no sharp cut-off; inactive = mostly below about 34%;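 note: HEK-293T reporter cells stimulated with the NOD1 agonist gamma-tri-DAP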
# NS5 inhibitors pilot replicate: also measured in NS5 inhibitors; calls as there; inhibition, %; measured here: pilot screen replicate inhibition
# Active calls of the source: *; ? = inconclusive; . = not tested or not shown; [ ] = another dose, or the depositor's remark. This is a subset; the hit share may differ from the screen's.
SMILES,GPR35 antagonists,GPR55 antagonists,HIV fusion peptide,West Nile virus CPE,NS5 inhibitors,KOR beta-arrestin-1,KOR beta-arrestin-2,GPR55 beta-arrestin,NOD1 NF-kB reporter,others
CC(=O)Nc1ccc(-c2nnc(SCc3ccccc3C#N)n2C)cc1,-4%,19%,0.8%,0.4%,-3%,-1.0%,-15%,-0.1%,-6%,
CN(Cc1ccccc1)C(=O)C1CCN(Cc2ccc(F)cc2)CC1,9%,-6%,-2.0%,0.6%,0%,0.8%,26%,0.3%,-8%,
O=C(CN1C(=O)/C(=C/c2cccc(Cl)c2)SC1=S)NC1C=CS(=O)(=O)C1 (centres undefined),-6%,3%,-1.7%,-0.5%,-3%,0.0%,2%,-0.2%,17%,
Cc1nn(-c2ccccc2)c(N2CCCC2)c1/C=N/NC(=S)Nc1cc(C(F)(F)F)ccc1Cl,-5%,8%,4.3%,.,-5%,-4.2%,23%,0.3%,9%,
CNC(=O)c1sc(-c2ccccc2)nc1C,-6%,-2%,-1.8%,0.4%,-5%,-2.3%,1%,0.0%,-29%,
Cc1nn(Cc2ccc(F)cc2)c(C)c1NC(=O)c1cccnc1Cl,14%,3%,-0.7%,-0.3%,-10%,3.8%,38%,-0.3%,-25%,
COc1ccc(-c2ccc3ccccc3n2)cc1,-3%,6%,-0.5%,0.3%,1%,-0.8%,-54%[20 µM],-0.1%,-47%,
O=C(N/N=C/C1CC=CCC1)c1cc2ccccc2cc1O (centres undefined),14%,12%,36%,?,1%,-0.8%,.,-0.4%,-5%,
C=CCN1C(=O)/C(=C2\SC(N3CCOCC3)=NC2=O)c2cc(Br)ccc21,16%,22%,-5.5%,0.5%,-4%,-4.6%,18%,0.2%,-13%,
CCOc1ccccc1NC(=O)c1cc(C(=O)c2cc(Br)ccc2O)coc1=N,-5%,-2%,13%,-0.1%,-1%,1.7%,-9%,-0.3%,56%*,
O=C(NCCCN1CCN(c2cccc(Cl)c2)CC1)c1nc(-c2ccncc2)no1,5%,2%,-1.5%,-0.5%,-5%,2.6%,-34%,-0.1%,-19%,
N#CC1=C(N)N(c2ccccc2)C2=C(C(=O)CCC2)C1c1cccs1 (centres undefined),-9%,13%,38%,-0.8%,-2%,0.8%,-17%,-0.5%,-26%,
Cc1ccc2c(c1)-c1[nH]c(=S)ncc1CS2,15%,12%,3.0%,-0.2%,4%,5.3%,-24%,-0.3%,-11%,
CCNC(=O)c1ccc(C2SCC(=O)N2Cc2ccco2)cc1 (centres undefined),13%,3%,4.7%,-0.2%,-3%,3.0%,-22%,-0.1%,-45%,
O=C(O)CCNS(=O)(=O)c1ccc2c(c1)OCCCO2,5%,-7%,1.4%,0.6%,-9%,-4.1%,-12%[20 µM],-0.1%,-21%,
COc1cccc(CNC(=O)c2nnn(-c3ccc(OC(F)(F)F)cc3)c2N)c1,-2%,1%,-1.2%,-0.7%,5%,-4.1%,2%,-0.1%,13%,NS5 inhibitors pilot replicate=2.7
COc1ccc(CC(=O)NNC(=O)CSc2nnc(C)n2-c2ccccc2)cc1,-5%,12%,4.6%,0.1%,-3%,-4.9%,16%,0.1%,12%,
O=C(O)C1Cc2ccccc2CN1C(=O)COc1ccc(Cl)cc1Cl (centres undefined),3%,9%,12%,-0.1%,3%,-3.3%,6%,-0.3%,-28%,
CC(=O)c1ccc(OCC(O)CN2CCCC(C)C2)cc1 (centres undefined),2%,4%,26%,0.2%,1%,0.8%,-1%,0.7%,1%,
O=C(NNC(=O)c1ccc(NC(=O)c2ccccc2)cc1)c1ccc(F)cc1,-4%,-10%,6.0%,1.5%,-7%,-0.9%,7%,0.3%,-28%,
COCCCNC(=O)C1CCN(S(=O)(=O)N(CC(C)C)CC(C)C)CC1,5%,26%,-0.9%,-0.4%,3%,1.6%,2%,-2.3%,8%,
Cc1ccc(C23CC4CC(CC(NC(=O)N5CCN(C)CC5)(C4)C2)C3)cc1,2%,2%,0.0%,?,1%,-3.0%,26%,-0.1%,-40%,
COc1ccc(CCN2C(=O)NC(NC(=O)CCc3ccccc3)(C(F)(F)F)C2=O)cc1OC (centres undefined),3%,10%,-1.2%,-1.2%,-3%,0.5%,-23%,0.0%,-25%,
CCOc1cc(NC(=O)c2cccs2)c(OCC)cc1NC(=O)CCC(=O)NCCN1CCOCC1,-12%,-2%,-1.7%,0.2%,4%,1.2%,-39%,0.2%,-31%,
Cc1csc(NC(=O)CSc2nc(C(C)C)nc3c2c(=O)n(C)c(=O)n3C)n1,-13%,9%,0.9%,0.4%,-2%,-2.7%,-8%,0.0%,11%,
Cc1nn(C)c(Oc2ccccc2)c1[N+](=O)[O-],-9%,1%,-2.9%,0.6%,-8%,1.1%,-18%,0.0%,-2%,
CCOC(=O)C1CCCN(CCC(=O)Nc2cc(OC)ccc2OC)C1 (centres undefined),11%,12%,-1.1%,-0.6%,0%,7.2%,23%,0.7%,11%,
CCCCN(C)CCNC(=O)c1cc(-c2cccnc2)nc2ccc(S(=O)(=O)N3CCC(C)CC3)cc12,14%,19%,-2.2%,-1.2%,-9%,0.3%,-13%,0.0%,11%,
COc1ccc(C2N(c3cccc(Cl)c3)C(=O)C3CCCN32)cc1 (centres undefined),13%,6%,-1.0%,-0.1%,0%,6.6%,-12%,-0.2%,-10%,
CS(=O)(=O)NCCNc1ccc(Cl)cc1[N+](=O)[O-],2%,13%,-0.5%,.,.,-0.8%,6%,-0.4%,-12%,
Cc1ccc(CNC(=O)CCS(=O)(=O)c2ccc3c(c2)CC(C)N3C(=O)C2CC2)o1 (centres undefined),0%,-14%,1.1%,0.3%,-1%,-1.5%,1%,-0.1%,-31%,
O=C(O)C1CC(O)CN1c1nc(Cl)ccc1[N+](=O)[O-] (centres undefined),-9%,1%,18%,0.3%,11%,-2.2%,-28%[20 µM],0.6%,-17%,
Cc1cccc(-c2oc3ccccc3c2-c2ccc3c(c2)OCO3)c1,-4%,-18%,2.1%,0.5%,-6%,2.9%,-12%[20 µM],1.8%,-1%,
CNc1nc(NCc2ccccc2)nc(N)c1[N+](=O)[O-],5%,2%,1.2%,1.4%,-9%,-0.4%,-36%,-0.2%,-20%,
COc1cc2ccccc2cc1-c1nnc(COc2ccccc2)o1,5%,8%,5.0%,0.0%,-4%,24%,-42%,-0.1%,23%,
Cc1ccc(S(=O)(=O)N2CCOCC2)cc1NC(=O)CNCc1ccccn1,-5%,0%,0.0%,-0.2%,-6%,1.5%,11%,0.9%,-1%,
Cc1ccc(C)c(CN2C(=O)c3ccccc3S(=O)c3ccc(C(=O)N4CCN(c5ccccn5)CC4)cc32)c1 (centres undefined),-16%,0%,-0.1%,-0.1%,-13%,-0.3%,-7%,1.3µM*,35%,
COC(=O)C(CCSC)NC(=O)c1cc2c(n(-c3ccc(C)cc3)c1=O)CCCC2=O (centres undefined),13%,12%,-1.0%,-0.1%,-7%,.,-20%[20 µM],-0.1%,-10%,
Cc1ncoc1C(=O)Nc1nccs1,15%,4%,-2.6%,0.4%,-9%,1.6%,11%,0.2%,1%,
O=C(COC(=O)c1c(F)cccc1F)NCCNC(=O)COC(=O)c1c(F)cccc1F,-8%,3%,0.4%,-0.1%,-1%,2.8%,-59%,0.6%,-56%,
O=C(COC(=O)c1ccc2c(=O)n3c(nc2c1)CCC3)NC1CCS(=O)(=O)C1 (centres undefined),-3%,-7%,0.5%,0.7%,-2%,-4.6%,13%,0.0%,-36%,
CC(NC(=O)Cn1c(=O)[nH]c2ccsc2c1=O)C12CC3CC(CC(C3)C1)C2 (centres undefined),-4%,-8%,-1.5%,-0.2%,-8%,-1.3%,1%,-0.1%,-11%,
N#Cc1ccc(Cn2c(=O)c(C#N)c3n(c2=O)CCC3)cc1,-3%,-1%,0.1%,0.3%,-1%,-5.3%,-16%,-0.2%,-9%,
Cc1cc(C)nc(NCCO)n1,18%,6%,-1.0%,1.3%,-15%,.,4%[20 µM],0.0%,0%,
c1ccc(-c2ncc(-c3ccn[nH]3)s2)cc1,-6%,11%,-1.1%,0.2%,-4%,-1.4%,-5%,-0.3%,-62%,
CCC(CC)c1nnc(NC(=O)CCc2ccccc2OC)s1,-2%,-3%,1.9%,-0.6%,-7%,0.6%,-34%,-0.2%,-6%,
NC(=O)C1CCN(C(=O)COc2ccc3ccccc3c2Br)CC1,4%,18%,-0.9%,-0.7%,-5%,-0.3%,-12%,-0.1%,-30%,
COc1ccnc(Oc2ccc(F)cc2)c1C#N,-14%,-6%,-0.6%,1.3%,.,0.8%,-16%,0.1%,-37%,
CCN(CC)c1cc(C(F)(F)F)nc(-c2ccccn2)n1,7%,21%,-0.1%,-0.7%,-11%,-0.6%,-6%,0.0%,20%,
O=C(N/N=C/c1ccc(Cl)c([N+](=O)[O-])c1)C1CC1,-13%,-16%,0.3%,0.0%,-15%,-3.5%,5%,-0.3%,-35%,
Cc1ccc(-c2ccc(S(=O)(=O)N3CCN(C)CC3)cc2)cc1,3%,-9%,0.7%,?,-1%,26%,-42%,-0.2%,-14%,NS5 inhibitors pilot replicate=4.0
COCCN1C(=O)N(c2cccc(OC)c2)C(=O)C1CC(=O)Nc1ccc(Cl)cc1 (centres undefined),11%,-9%,0.5%,-0.6%,9%,1.4%,-33%[20 µM],-0.4%,-3%,
COC(=O)COc1ccc(S(=O)(=O)N2CCN(c3ccc(OC)cc3)CC2)cc1,-12%,-11%,-1.8%,.,-2%,4.8%,2%,0.1%,21%,
Cc1cc(C(C)(C)C)ccc1OCCn1ccnc1,-7%,10%,0.1%,-0.6%,-1%,-1.8%,-2%,0.3%,-2%,
CC(=O)Nc1ccc(Oc2cc(C#N)c(C#N)cc2N2CCCCCC2)cc1,15%,37%,1.1%,-0.3%,-2%,-2.2%,26%,0.6%,9%,
COc1ccc(C2/C(=C(/O)c3ccc4c(c3)CC(C)O4)C(=O)C(=O)N2CCN2CCOCC2)cc1OC (centres undefined),0%,7%,-0.1%,-0.3%,1%,-3.5%,1%,0.3%,-45%,

# Bioassay records (PubChem BioAssay)
